KB-3-1 cytotox = qHTS assay for MDR1-selective chemotherapeutics: Primary screen using the parental adenocarcinoma cell KB-3-1 | AID 1347075, 2019 | KB-3-1 viability, CellTiter-Glo ATP luminescence, 72 h | Potency, µM (titrated, usually from 46.1 µM), for the others: at the top dose activity change, negative = cytotoxic, usual class: cytotoxic | 1.4% of 400,000 active; also: potency is read from the fitted curve at half-maximal effect; % is scaled to controls: 0 for no effect and ±100 for the full control effect; nearly all actives have a fitted effect of over 60% in size
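Screening of KB-3-1 cells (DMEM, 10% FBS, phenol-red free) ran from lowest to highest compound concentration; after 72 h at 37 °C viability was read luminescently and curves fitted.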
WRN inhibitor = qHTS for Inhibitors of WRN Helicase; Bifunctional 3'-5' exonuclease/ATP-dependent helicase WRN (Homo sapiens), Q14191; Potency, µM (highest dose often 114 µM), for inactives: at the top dose activity change, negative = inhibition, actives largely listed as inhibitors; 0.46% of 360,000 active; AID 651768, 2012; WRN helicase unwinding, fluorescent forked duplex, kinetic; also: potency is read from the fitted curve at half-maximal effect; % is scaled to controls: 0 for no effect and ±100 for the full control effect; nearly all actives have a fitted effect of over 55% in size
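Primary qHTS, 1536-well format. 20 nM WRN + compound, 15 min RT; start with 100 nM forked fluorophore/quencher duplex, 2 mM ATP (final); kinetic read ex 525/em 598 nm.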
ATXN2 expr inh = Primary qHTS for Inhibitors of ATXN expression; HEK-293 ATXN2-luciferase reporter, luminescence, 24 h; Potency, µM (series often up to 57 µM), for the others: at the highest dose activity change, negative = inhibition, usual class: inhibitors; 0.72% of 360,000 active; also: potency is read from the fitted curve at half-maximal effect; % is scaled to controls: 0 for no effect and ±100 for the full control effect; nearly all actives have a fitted effect of over 55% in size
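ATXN2-luciferase reporter cells (luciferase flanked by upstream and downstream ATXN2 gene portions) were treated 24 h at 37 °C with compounds at up to 57 uM. SteadyGlo luminescence gave expression; GF-AFC fluorescence gave viability.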
IL1B secr inh = qHTS for Inhibitors of Inflammasome Signaling: IL-1-beta AlphaLISA Primary Screen. THP-1 LPS/ATP IL-1B secretion, AlphaLISA, 16 h; stronger effect = lower value. AID 743279, 2014. 4.7% of 360,000 active. activity change, % at 57.5 µM; in the data active = activity change below about -50%; inconclusive = mostly about -30% to -49%; also: % is scaled to controls: 0 for no effect and ±100 for the full control effect
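THP-1 cells pretreated 1 hr with compounds (up to 57.5 uM final), then stimulated with LPS (250 ng/mL final) plus ATP (1.25 mM final); secreted IL-1B measured by AlphaLISA after 16 hr, decreased signal indicating inhibition.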
KB-V1 MDR tox = qHTS assay for MDR1-selective chemotherapeutics: Primary screen using the drug-selected MDR subline cells KB-V1; KB-V1 MDR cells viability, CellTiter-Glo, 72 h; Potency, µM (doses to about 46.1 µM), for inactives: at the top dose activity change, negative = cytotoxicity, most hits filed as cytotoxic; 3.4% of 400,000 active; AID 1347076, 2019; also: potency is read from the fitted curve at half-maximal effect; % is scaled to controls: 0 for no effect and ±100 for the full control effect; nearly all actives have a fitted effect of over 60% in size
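KB-V1 MDR subline cells in DMEM (phenol-red free, 10% FBS) exposed to compounds in qHTS concentration series for 72 h at 37 degrees C. Viability read by CellTiter-Glo luminescence; concentration-effect curves fitted after normalization and correction.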
HT1080NT lethal = qHTS for induction of synthetic lethality in tumor cells producing 2HG: qHTS for the HT-1080-NT fibrosarcoma cell line; HT-1080-NT fibrosarcoma viability, CellTiter-Glo ATP luminescence, 48 h; 1.6% of 360,000 active; Potency, µM (top dose mostly 46.1 µM), for inactives: top-dose activity, negative = less viability, actives largely listed as cytotoxic;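 also: NT is the 2HG producing partner of a matched IDH1 knockdown line; potency is read from the fitted curve at half-maximal effect; 0% = DMSO-treated cells and -100% = media-only wells without cells; nearly all actives have a fitted effect of over 55% in size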
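Read-out is CellTiter-Glo luminescence after 10 minutes at room temperature, following 48 hours' compound treatment of HT-1080-NT cells (750 cells/well, RPMI, 5% FBS, 37 degrees C).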
SW480 rereplic = A quantitative high throughput screen for small molecules that induce DNA re-replication in SW480 colon adenocarcinoma cells | SW480 DNA re-replication, Hoechst DNA content imaging, 48 h | Potency, µM (doses to about 46.1 µM), for the others: at the top dose re-replication activation, hits mostly activators | 1.8% of 340,000 active | AID 624297, 2012; also: potency is read from the fitted curve at half-maximal effect; % of control where 0% means no effect; nearly all actives have a fitted effect of over 55% in size
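250 cells/well; 23 nL cpd via pin tool; 48 hr, 37 C, 5% CO2; Hoechst 40 min; imager read of total nuclear intensity, ex 405/em 500-530 nm.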
MCF10A rerep = A quantitative high throughput screen for small molecules that induce DNA re-replication in MCF 10a normal breast cells; MCF 10A DNA re-replication, Hoechst nuclear intensity, 48 h; Potency, µM (titrated, usually from 46.1 µM), for inactives: at the top dose activity, positive = re-replication, hits mostly activators; 2.9% of 350,000 active; also: potency is read from the fitted curve at half-maximal effect; % of control where 0% means no effect; nearly all actives have a fitted effect of over 50% in size
HT1080 IDH1KD tx = qHTS for induction of synthetic lethality in tumor cells producing 2HG: qHTS for the HT-1080-IDH1KD cell line | HT-1080 IDH1 knockdown viability, ATP luminescence, 48 h | Potency, µM (top dose mostly 46.1 µM), inactives show at the top dose activity, negative = toxicity, actives largely listed as cytotoxic | 2% of 360,000 active;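 also: potency is read from the fitted curve at half-maximal effect; 0% = DMSO wells and -100% = cell-free medium wells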
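Knockdown cells (IDH1KD HT-1080) received compounds 2 h after plating at 750 cells/well and were kept 48 h at 37 °C in 5% FBS RPMI. A CellTiter-Glo luminescence read gave % activity for curve fitting.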
* hit, by the source's call; ? = inconclusive; . = no result given; & = joins results of further samples; [ ] = dose if it differs, or a comment. Unless noted, calls follow the shape of the dose curve; as a rule, active = well fitted curve in the direction sought with a large enough effect; inconclusive = small, poorly fitted or top-dose-only effect, or another doubt; inactive = no such curve, though single readings can be large; an effect the other way counts as inactive or inconclusive.

Results follow in this order: KB-3-1 cytotox	WRN inhibitor	ATXN2 expr inh	IL1B secr inh	KB-V1 MDR tox	HT1080NT lethal	SW480 rereplic	MCF10A rerep	HT1080 IDH1KD tx
- CCNC(=S)N(CCc1c(C)[nH]c2ccc(C)cc12)Cc1cc(OC)c(OC)c(OC)c1
    0%	-10%	-12%	-20	-10%	-5%	?	-4%	-3%
- Cn1nc(C(C)(C)C)cc1C(=O)Nc1nc2c(s1)C(=O)CC(C)(C)C2
    10%	2%	7%	25	-18%	3%	-5%	-1%	6%
- CCn1c(COc2ccccc2C)nnc1SCC(=O)OC
    23%	6%	2%	8	2%	11%	-2%	1%	11%
- COc1ccc(NC(=O)CN2CCN(S(=O)(=O)N3CCCCCC3)CC2)cc1
    -2%	2%	-10%	-7	-26%	0%	-9%	-1%	2%
- CCOC(=O)N1CCC(NC(=O)C2CCCN(c3nc4ccccc4o3)C2)CC1 (stereo not given)
    6%	0%	-22%	-5	-28%	-4%[9.24 µM]	-4%	0%	-3%
- O=C(O)C1CC(=O)N(CCc2ccccc2)C1 (stereo not given)
    -5%	2%	2%	15	4%	-3%	-6%	-1%	-3%
- O=C(COC(=O)c1cccc(C(=O)OCC(=O)NC2CC2)n1)NC1CC1
    3%	-18%	-7%	5	-2%	17%	0%	-1%	8%
- COc1ccc(CC(=O)OCC(=O)Nc2cc(S(=O)(=O)N3CCOCC3)ccc2N2CCCC2)cc1
    1%	0%	-3%	23	3%	-9%	-4%	-9%	0%
- O=C(c1cn(-c2ccccc2)nc1-c1cccs1)N1CCOCC1
    4%	-23%	-8%	-5	?	-3%	-2%	1%	-8%
- CCCCC(=O)Nc1ccc(C(=O)Nc2ccc3c(c2)OCO3)cc1
    3%	-6%	-5%	0	0%	?	-1%	-8%	-5%
- Cc1cc(C(=O)OCC(=O)N2CCOCC2)ccc1[N+](=O)[O-]
    -3%	-17%	-9%	-8	?	21%	27%	-63%[inhibitor]	17%
- COc1ccc(Cc2nc3ccc(C(=O)NC(C)c4cnn(C)c4)cc3o2)cc1 (stereo not given)
    12%	-23%	14%	-12	?	-3%	0%	9%	-1%
- O=C(COc1ccc(F)cc1)N1CCc2ccccc2C1
    2%	3%	2%	-15	-29%	2%	-6%	2%	16%
- CC1=CCC(Cc2nc3ccccc3o2)C1(C)C (stereo not given)
    -2%	3%	-9%	31	10%	5%	3%	8%	6%
- COc1cc(/C=N/Nc2ccc(C(F)(F)F)cn2)ccc1O
    -10%	-13%	.	-15	-9%	-2%	19%	3%	-4%
- CCCN1C(=O)c2[nH]nc(-c3cc(Cl)c(C)cc3O)c2C1c1ccc(O)c(OC)c1 (stereo not given)
    -9%	-7%	14%	-10	-1%	?	2%	4%	16µM*
- COC(=O)c1c(NC(=O)CSc2n[nH]c(N)n2)sc(C)c1C
    0%	-1%	-10%	-11	3%	-12%	-3%	14%	-5%
- CSCCC(N=CC1=C(O)CC(C)(C)CC1=O)C(=O)O (stereo not given)
    0%	-3%	-7%	0	-9%	10%	0%	-1%	-2%
- CCc1nnc(SCC(=O)NC2CC2)n1CC
    0%	5%	21%	28	19%	1%	-6%	-3%	1%
- O=[N+]([O-])c1ccccc1S(=O)(=O)NCc1cccnc1
    2%&0%	12%[57.1 µM]	-27%	-7	0%&-15%	25%	-1%	1%	0%
- Cc1ccc(NC2=NCC(=O)N2Cc2ccccc2)c(C)c1
    -7%	-3%	-16%	28	-15%	5%	-2%	16%	0%
- Cc1cccc(Cn2cccc2/C=C2/C(=N)N3C=CSC3=NC2=O)c1
    0%	-30%	12%	15	-17%	-13%	-4%	6%	-6%
- COc1cc(C(=O)Nc2nc(C)c(Cc3ccc4c(c3)OCO4)s2)cc(OC)c1OC
    -1%	4%	.	-10	1.5µM*	4.1µM*	5.8µM*	2.6µM*	4.6µM*
- CC(=O)Nc1ccc2c(c1Br)Cc1ccccc1-2
    -8%	?	28%	-20	10%	-6%	2%	10%	-7%
- CCOc1ccc(NC(=O)Cn2c(=O)oc3cc(Cl)ccc32)cc1
    0%	-1%	.	-14	29%	11%	-10%	-8%	0%
- Cc1c2ccccc2nc2c(F)c(NC(C)C)c(F)c(F)c12
    ?	-14%	25%	-53*	?	-22%	14%	19%	-28%
- O=c1c(Cc2ccc(Cl)cc2Cl)c(O)ccn1Cc1ccc(Cl)cc1
    -14%	-17%	-12%	7	-1%	?	-3%	?	?
- Cc1ccc(-c2csc(NC(=O)c3cccs3)n2)cc1
    -7%	-22%	56%[activator]	?	-10%	5%	?	?	2%
- CSc1nnc2c(n1)OC(c1cn(C)c3ccccc13)N(C(C)=O)c1ccccc1-2 (stereo not given)
    -6%	-14%	5%	0	-12%	-6%	-7%	0%	-4%
- Cc1nc2ccccc2c2oc(C(=O)N3CCc4ccccc4C3)cc12
    -8%	-3%	?	-1	-5%	1%	-2%	5%	0%
- O=c1cc(-c2ccc(O)cc2)oc2cc(O)cc(O)c12
    ?	-7%	11%&46%	-89*	?	?	21%	-1%	?
- c1cc(-n2nnc3cnccc32)ccn1
    0%	1%	.	-2	4%	11%	-4%	1%	5%
- O=C(NCC1CCCO1)C(=O)N/N=C/c1cccc(Cl)c1 (stereo not given)
    -4%	-4%	3%	-2	-1%	3%	-1%	0%	7%
- COc1cc(/C=C(\C#N)c2nc3ccccc3[nH]2)ccc1OC(=O)c1ccco1
    -16%	?	50%[activator]	-62*	?	-7%	9%	?	-14%
- CCc1ccc(/C=C2/C(=O)N(C)C(=S)N2CC(=O)OC)s1
    0%	-1%	6%	13	15%	-1%	9%	-2%	5%
- CCCN1C2CCCC1CC(NC(=O)c1ccc(C(C)(C)C)cc1)C2 (stereo not given)
    4%	6%	.	0	-2%	9%	3%	18%	0%
- COC(=O)CCN(C(=O)c1cc([N+](=O)[O-])cc([N+](=O)[O-])c1)c1ccccn1
    14%	3%	-26%[11.3 µM]	56	12%	1%	4%	-4%	7%
- Cc1cc2ncc(-c3ccccc3)nc2cc1C
    -11%	-4%	.	23	-5%	-1%	?	-2%	2%
- CNC(=O)c1ccsc1NC(=O)CCS(=O)(=O)c1ccc(C)cc1
    3%	2%	7%	30	-10%	2%	-4%	-13%	16%
- COc1ccc(C(C)=O)cc1CSCCC#N
    -1%	-34%[57.1 µM]	-2%	-12	-25%	1%	15%	19%	-5%
- O=C(NCc1ccco1)/C(=C/c1ccc([N+](=O)[O-])cc1)NC(=O)c1ccco1
    4%	-11%	2%	-4	16%	2%	3%	16%	-4%
- O=C(CN1CCN(c2ccc(F)cc2)CC1)N1CCC(Cc2ccccc2)CC1
    -14%	-7%	-19%	-52*	?	0%	8.2µM*	8.2µM*	0%
- c1c2c(cc3sc(N4CCOCC4)nc13)OCCO2
    ?	2%	6.3µM*	-13	21µM*	-25%	-4%	1%	?
- COc1cc(OC)cc(-c2nnc(NC(=O)Cc3ccc(F)cc3)o2)c1
    -30%	-5%	5%	13	3%	-13%	-5%	-1%	-4%
- CN(Cc1ccccc1)S(=O)(=O)c1ccc(Cl)c(C(=O)NCc2cccnc2)c1
    -9%	-7%	-10%	-14	-24%	1%	0%	4%	-5%
- O=C(NC(=S)Nn1cnnc1)c1ccccc1Cl
    1%	3%	3%	28	27%	3%	13%	1%	7%
- COc1ccc(COCCN2CCN(S(=O)(=O)c3ccc(C)cc3)CCC2=O)cc1
    -12%	5%	-2%	-11	-5%	5%	-3%	2%	5%
- CC(=O)OCc1nc2sc3c(c2c(=O)[nH]1)CCCC3
    0%	0%	-16%	0	?	1%	-1%	0%	2%
- COc1ccc(N(CC(=O)NCC2CCCO2)S(=O)(=O)c2ccccc2)cc1OC (stereo not given)
    0%	-7%	15%	16	?	10%	-16%	-30%[inhibitor]	4%
- COC(C(=O)Nc1cccc([N+](=O)[O-])c1)c1ccccc1 (stereo not given)
    -6%	-1%	7%	-23	?	4%	7%	4%	2%
- COc1ccc(N2CCN(C3CCCN(Cc4cccc(OC)c4)C3)CC2)cc1 (stereo not given)
    -7%	6%	-5%	-19	-16%	8%	-8%	15%	-6%
- COc1ccc(-c2oc3ccc(-c4cc(OC)c(OC)c(OC)c4)cc3c2C#Cc2ccccn2)cc1
    -7%	-4%	4%	-2	?	4%	-8%	?	12%
- COc1cccc(Nc2nc(CN3CCOCC3)nc3sc4c(c23)CCCC4)c1
    ?	-8%	-3%	?	1%	-2%	0%	5%	-1%
- CN(C)S(=O)(=O)c1ccc(C(=O)NCC(=O)N/N=C/c2cccs2)cc1
    1%	-4%	.	13	21%	7%	-8%	0%	0%
- CCOCCCNC(=O)CCn1nc(-c2ccc(Cl)cc2)ccc1=O
    0%	4%	.	-7	5%	-2%	?	-10%	-9%

Bioassay records deposited in PubChem by National Center for Advancing Translational Sciences (NCATS).
